Avidin fluor: green autofluorescence of compounds with avidin beads – biophysical, 488/530 nm, flow cytometry, artefact control, profiling panel | compound fluorescence 488/530 nm; active compounds read high | fluorescence (KMESF) at 10 µM | AID 1775, 2009 | actives 0.38% (n = 220,000); in the data active = fluorescence above about 47; note: inactives centre near 10
Mcl1 Noxa PPI: Mcl-1/Noxa binding inhibitors, primary screen, biochemical, TR-FRET, 1536-well | Induced myeloid leukemia cell differentiation protein Mcl-1 (Homo sapiens), Q07820 | TR-FRET Mcl-1/Noxa peptide binding, 2 h | inhibition, % at 21.7 µM | actives 1.5% (n = 220,000);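 active = compounds that cut the protein-peptide binding signal by more than 50% relative to plate controls in a single-dose test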;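 note: His-tagged Mcl-1 with rhodamine Noxa BH3 peptide and terbium anti-His antibody; 0% = Mcl-1 plus Noxa peptide wells and 100% = peptide-only wells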
Target sequence (Q07820 whole entry, looked up): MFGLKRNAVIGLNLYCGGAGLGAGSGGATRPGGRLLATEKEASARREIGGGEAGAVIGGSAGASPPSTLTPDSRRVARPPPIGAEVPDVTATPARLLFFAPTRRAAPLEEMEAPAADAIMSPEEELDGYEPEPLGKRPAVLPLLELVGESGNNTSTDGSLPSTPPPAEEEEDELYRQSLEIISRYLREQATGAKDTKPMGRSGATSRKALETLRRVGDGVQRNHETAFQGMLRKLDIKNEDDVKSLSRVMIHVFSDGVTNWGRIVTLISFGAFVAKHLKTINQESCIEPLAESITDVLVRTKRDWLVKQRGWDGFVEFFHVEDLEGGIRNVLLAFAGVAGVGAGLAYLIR
ABCG2 block: ABCG2 efflux pump inhibitors, primary screen, multiplex with ABCB1, IgMXP3 cells, flow cytometry. Broad substrate specificity ATP-binding cassette transporter ABCG2 (Homo sapiens), Q9UNQ0. JC-1 efflux. inhibition, % at 6.6 µM. actives 0.1% (n = 190,000). AID 1325, 2008;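 active = inhibition above 80%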;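 note: 0% = DMSO and 100% = nicardipine control wells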
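Incubation: cells with compound and JC-1, 10 min at 25 °C, rotating, no wash / Test system: IgMXP3 (ABCG2) plus far-red-tagged CCRF-Adr (ABCB1) cells / Compound dosing: one concentration, 6.6 µM final / Also added: JC-1 fluorescent substrate / Evaluation: efflux inhibition in percent versus controls / Detection: flow cytometry, 530 nm JC-1 signal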
Pf gametocyte: late stage P. falciparum gametocyte viability inhibitors, primary screen, ATP luminescence, HTS. P. falciparum stage V gametocytes, 24 h. inhibition, % at 10.9 µM. actives 0.065% (n = 150,000);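 active = inhibition above the mean plus 3 SD of compounds within the control limits, set per campaign, cut at about 38% in these data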;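 note: 0% = DMSO wells and 100% = medium only without gametocytes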
Numbers without * were called inactive; / = no result given.

canonical_smiles	ABCG2 block	Mcl1 Noxa PPI	Pf gametocyte	Avidin fluor
CCN(CC)CC1CCCCN1CC(=O)N1c2ccccc2C(=O)Nc2cccnc21 (stereo not given)	-1	4	/	7
COc1cc(N)c(Cl)cc1C(=O)N[C@@H]1CCN(CCCOc2ccc(F)cc2)C[C@@H]1OC	24	5	/	11
CN(C)CCCSc1ccccc1NC(=O)/C=C/c1ccccc1	1	-202	/	6
O=C(Nc1cc(-c2ccccc2)nn1-c1ccccc1F)c1ccc([N+](=O)[O-])cc1	/	/	-13	/
O=C1NC(=S)S/C1=C\C=C\c1ccc([N+](=O)[O-])o1	/	103*	-27	10
Nc1c2ccccc2nc2ccccc12	/	31	-14	7

Reformatted as labelled records: entries from further up
Compound: Nc1c2ccccc2nc2ccccc12
- ABCG2 block = /
- Mcl1 Noxa PPI = 31
- Pf gametocyte = -14
- Avidin fluor = 7
Compound: CN(C)CCCSc1ccccc1NC(=O)/C=C/c1ccccc1
- ABCG2 block = 1
- Mcl1 Noxa PPI = -202
- Pf gametocyte = /
- Avidin fluor = 6
Compound: COc1cc(N)c(Cl)cc1C(=O)N[C@@H]1CCN(CCCOc2ccc(F)cc2)C[C@@H]1OC
- ABCG2 block = 24
- Mcl1 Noxa PPI = 5
- Pf gametocyte = /
- Avidin fluor = 11

Marked active in Mcl1 Noxa PPI (from the list above):
Compound | ABCG2 block | Mcl1 Noxa PPI | Avidin fluor
O=C1NC(=S)S/C1=C\C=C\c1ccc([N+](=O)[O-])o1 | / | 103* | 10

This is a subset (hit frequency here may not be typical).
